PP1 counter = counter-screen for PP5 inhibitors: inhibitors of human PP1-alpha | P62136 | purified PP1alpha, OMFP fluorescence | inhibition, % at 6.7 µM | hit rate 0.9% among 320,000 | AID 2235;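 active = inhibition above the mean inhibition of all tested compounds plus 3 SD, computed separately for each screening campaign, cut at about 15% in these data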
Target sequence (P62136 whole entry, looked up): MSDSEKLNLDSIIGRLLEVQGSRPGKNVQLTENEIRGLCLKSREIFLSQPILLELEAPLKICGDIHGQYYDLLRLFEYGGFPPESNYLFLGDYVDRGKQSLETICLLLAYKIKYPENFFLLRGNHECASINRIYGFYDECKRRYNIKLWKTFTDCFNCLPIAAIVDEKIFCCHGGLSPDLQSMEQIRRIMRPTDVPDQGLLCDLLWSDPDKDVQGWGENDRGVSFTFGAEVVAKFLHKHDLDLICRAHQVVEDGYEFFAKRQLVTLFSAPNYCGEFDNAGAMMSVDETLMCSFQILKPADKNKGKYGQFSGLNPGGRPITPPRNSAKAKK
Fh CTSL1 inh = blocks F. hepatica cathepsin L1 in PFM18AAP counter-screen; inhibition, % at 5.96 µM; recombinant F. hepatica cathepsin L1, Z-Leu-Arg-MCA fluorescence; AID 1906; hit rate 0.49% among 300,000;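 active = inhibition above the mean of all tested compounds plus 3 SD, set per screening campaign, cut at about 17% in these data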;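 note: 0% = plate median of test compound wells and 100% = 1 µM Z-Phe-Ala-diazomethylketone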
JMJD2C inh = blocks human GASC-1 demethylase activity | GST-JMJD2C(1-420) H3K9me3 demethylation, DELFIA europium | inhibition, % at 2.35 µM | hit rate 0.069% among 330,000 | AID 2099;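 active = more than half of a compound's replicate wells show inhibition beyond 50%, single wells judged on their own value; inconclusive = some, but no more than half, of replicates pass 50% inhibition; inactive = no replicate passes 50% inhibition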;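 note: signal counts dimethyl H3K9 product captured on neutravidin plate; 0% = median of DMSO wells and 100% = 0.3 times that DMSO median; strong numbers were not always called active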
Target sequence (Q9H3R0 1-420 limits assumed): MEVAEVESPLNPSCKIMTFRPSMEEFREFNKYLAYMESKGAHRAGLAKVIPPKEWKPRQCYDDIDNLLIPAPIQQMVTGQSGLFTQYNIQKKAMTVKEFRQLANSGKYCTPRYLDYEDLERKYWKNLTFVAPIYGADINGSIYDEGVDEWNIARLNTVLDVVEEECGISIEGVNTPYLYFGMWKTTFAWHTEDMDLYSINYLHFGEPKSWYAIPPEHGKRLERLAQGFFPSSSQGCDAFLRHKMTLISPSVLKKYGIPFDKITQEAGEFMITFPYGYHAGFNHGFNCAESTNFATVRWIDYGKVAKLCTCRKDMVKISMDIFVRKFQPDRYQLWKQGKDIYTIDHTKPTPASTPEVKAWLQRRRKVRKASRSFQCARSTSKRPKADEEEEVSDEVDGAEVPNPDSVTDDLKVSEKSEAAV
PP5 primary = inhibitors of human protein phosphatase 5 (PP5) | P53041 | purified PP5c, OMFP substrate fluorescence | inhibition, % at 6.7 µM | hit rate 0.18% among 320,000;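 active = inhibition above the campaign's mean inhibition across all tested compounds plus 3 SD, cut at about 9.5% in these data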;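 note: 0% = DMSO only and 100% = 100 µM cantharidin control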
Efflux pump inh = antifungal efflux pump inhibition, Nile Red retention; S. cerevisiae Candida pump triplex; inhibition, % at 10 µM; hit rate 0.44% among 330,000; AID 485275;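 active = plate passing quality check with inhibition over a set limit, or well fluorescence over plate mean plus 4 SD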;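 note: Nile Red retained in pooled yeast measured as flow cytometry median fluorescence; 0% = buffer negative control and 100% = Enniatin B positive control; higher means more Nile Red kept so more efflux inhibition; some compounds called inactive have numbers as strong as hits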
TPT1 inhibitor = blocks Candida albicans tRNA 2'-phosphotransferase. inhibition, % at 5 µM. recombinant caTPT1, FP RNA substrate dephosphorylation. hit rate 0.81% among 300,000. AID 1962;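 active = inhibition above the mean of all tested compounds plus 3 SD, set per screening campaign, cut at about 24% in these data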;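 note: plate controls were DMSO alone for no effect and ferristatin control at 100 nM for full effect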
procasp3 activ = activators of human procaspase-3. P42574. recombinant procaspase-3 D3A, Ac-DEVD-pNA absorbance 405 nm. activation, % at 8.5 µM. hit rate 0.11% among 330,000. AID 463141;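 active = activation above the mean of all tested compounds plus 3 SD, cut at about 21% in these data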;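 note: 0% = DMSO alone and 100% = DMSO wells spiked with extra 5 µM PC-3 D3A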
Target sequence (P42574 whole entry D9A/D28A/D175A): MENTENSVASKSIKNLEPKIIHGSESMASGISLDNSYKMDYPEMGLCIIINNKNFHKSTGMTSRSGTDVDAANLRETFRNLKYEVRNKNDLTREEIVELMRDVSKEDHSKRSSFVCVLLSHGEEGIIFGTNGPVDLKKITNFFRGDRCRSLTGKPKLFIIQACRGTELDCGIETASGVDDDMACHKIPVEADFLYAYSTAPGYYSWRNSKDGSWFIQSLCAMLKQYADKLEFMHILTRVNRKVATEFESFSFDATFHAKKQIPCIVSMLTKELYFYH
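Assay system – Procaspase-3 D3A mutant, all three cleavage aspartates alanine · Controls – DMSO-only low control, 5 µM PC-3 D3A high control · Schedule – 1 h compound preincubation, 2 h substrate hydrolysis at 25 °C · Signal – 405 nm absorbance of p-nitroaniline, reads at 0 and 120 min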
core dimer inh = HCV core protein dimerization inhibition. TR-FRET GST/Flag-core106 dimerization, 1536-well. AID 1899. inhibition, % at 5 µM. hit rate 0.33% among 300,000;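 active = inhibition above the mean of all tested compounds plus 3 SD, set per screening campaign, cut at about 45% in these data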
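System: GST-tagged and Flag-tagged HCV core protein residues 1-106 / Input: core106 proteins, GST 13.5 nM and Flag 17 nM / Buffer or medium: KF-containing HEPES buffer, pH 7.45, DTT, CHAPS, BSA / Probe or stimulus: Eu-anti-GST and XL665-anti-Flag labelled anti-tag antibodies / Schedule: 4 h, 22.5 °C incubation / Technique: TR-FRET 671 and 617 nm emission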
proCasp7 act = counter-screen: procaspase-7 (human) activation; recombinant procaspase-7, Ac-DEVD-pNA absorbance 405 nm; D23A/D198A/D206A triple mutant, cannot self-cleave; scale: DMSO 0, 5 µM enzyme 100; P55210; activation, % at 8.5 µM; hit rate 0.093% among 330,000;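 active = percent activation above the screen-wide mean plus 3 SD, cut at about 25% in these data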
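Assay system: Uncleavable procaspase-7 mutant enzyme / Input: 2 µM procaspase-7 mutant as dispensed / Dosing: single nominal 8.5 µM compound dose, 0.8% DMSO final / Timing: 1 h enzyme–compound preincubation and 2 h substrate reaction, both 25 °C / Detection: p-Nitroaniline absorbance at 405 nm, read at 0 and 120 min / Replication: singlicate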
* marks the source's active call; other numbers are inactive results; u = inconclusive; x = not tested or not shown; & = joins results of further samples.

Fields – PP1 counter, Fh CTSL1 inh, JMJD2C inh, PP5 primary, Efflux pump inh, TPT1 inhibitor, procasp3 activ, core dimer inh, proCasp7 act
CCCn1ncc(CN2CCCC(C(=O)c3cccc(OC(C)C)c3)C2)c1C (stereo unspecified)
 : 1.3, -4.0, 25.1, 0.6, -0.3, -4.1, -1.4, -7.4, 10.3
Nc1cc(-c2ccncc2)c[nH]c1=O
 : -0.8, -2.6, u, 5.4, -0.1, -4.8, -15.8, -22.1, -7.0
CC1(C)O[C@H]2CC(=O)OCC23[C@H]2CC[C@@]4(C)[C@H](c5ccoc5)OC(=O)[C@H]5O[C@]54[C@]2(C)C(=O)C[C@@H]13 (stereo partly specified)
 : -1.8, -2.1, x, 3.0, 0.2, -2.3, -0.8, -0.3, 4.9
CN(C)CCCN1c2ccccc2Sc2ccccc21
 : -4.0, -0.3, -9.4&-1.4, -0.2, 0.0, 0.0, -3.7, -26.1, 1.7
COc1nc(C)nc(Cl)c1NC1=NCCN1
 : -0.8, -0.5, -34.2, 0.3, -0.2&-0.1, 2.7, 1.9&0.9, 0.0, 12.7&3.7
CC(=O)O[C@]1(C(C)=O)CC[C@H]2[C@@H]3C=C(Cl)C4=CC(=O)[C@@H]5C[C@@H]5[C@]4(C)[C@H]3CC[C@@]21C
 : -2.1&0.4, -0.2, 21.4&3.3, 1.4&1.8, 0.0&0.1, -3.0, 9.6&4.1, 1.0, 3.4&2.7
CC(C)Cn1cnc2c1c(=O)n(C)c(=O)n2C
 : 0.8, 3.0, -21.2, 2.2, -0.1, 0.2, 1.4, -5.2, -0.7
O=C(O)[C@@H]1[C@H]2C[C@H]3c4[nH]c5ccccc5c4CCN3C[C@@H]2CC[C@@H]1O
 : -2.4, 0.5, x, 1.8, 0.0, -1.9, 3.8, 15.0, -5.1
CCC[C@H](N[C@@H](C)C(=O)N1[C@H](C(=O)O)C[C@@H]2CCCC[C@@H]21)C(=O)OCC
 : 1.8, -2.8, 6.9, 1.1, 0.3, -0.7, 1.1, -8.9, -10.5
NS(=O)(=O)c1cc2c(cc1C(F)(F)F)NC(Cc1ccccc1)NS2(=O)=O (stereo unspecified)
 : -1.7, 7.7, -15.9, 0.8, -0.1, -3.6, 9.9, 4.6, 0.6

Part of the list above, set out differently.
COc1nc(C)nc(Cl)c1NC1=NCCN1
  PP1 counter: -0.8
  Fh CTSL1 inh: -0.5
  JMJD2C inh: -34.2
  PP5 primary: 0.3
  Efflux pump inh: -0.2&-0.1
  TPT1 inhibitor: 2.7
  procasp3 activ: 1.9&0.9
  core dimer inh: 0.0
  proCasp7 act: 12.7&3.7
CC(=O)O[C@]1(C(C)=O)CC[C@H]2[C@@H]3C=C(Cl)C4=CC(=O)[C@@H]5C[C@@H]5[C@]4(C)[C@H]3CC[C@@]21C
  PP1 counter: -2.1&0.4
  Fh CTSL1 inh: -0.2
  JMJD2C inh: 21.4&3.3
  PP5 primary: 1.4&1.8
  Efflux pump inh: 0.0&0.1
  TPT1 inhibitor: -3.0
  procasp3 activ: 9.6&4.1
  core dimer inh: 1.0
  proCasp7 act: 3.4&2.7

Additional structures follow:
Fields – PP1 counter, Fh CTSL1 inh, JMJD2C inh, PP5 primary, Efflux pump inh, TPT1 inhibitor, procasp3 activ, core dimer inh, proCasp7 act
CN1CCC(=C2c3ccccc3CCc3sccc32)CC1
 : 0.9, -0.7, -10.8, -0.4, 0.2&-0.1, -6.2, 2.7&0.9, -10.8, 6.3&-9.1
CC(Oc1c(Cl)cccc1Cl)C1=NCCN1 (stereo unspecified)
 : -2.8, -1.0, 1.5, 0.4, 0.0, -2.5, -6.8, -2.5, 1.6
CC(C)(CO)[C@@H](O)C(=O)NCCC(=O)O
 : -0.2, -3.8, x, -0.2, 0.3, -3.7, 7.2, 4.5, 13.8
COc1cc2nc(N3CCN(C(=O)C4COc5ccccc5O4)CC3)nc(N)c2cc1OC (stereo unspecified)
 : 1.6, -0.3, u, 1.9, 0.0, -0.7, 1.6, 2.8, 4.0
Cc1cc(C)nc(/N=C(\N)Nc2ccc(S(N)(=O)=O)cc2)n1
 : -2.2, -1.8, 2.2, 2.3, 0.0, -2.9, 0.5, 4.7, -0.3
Cc1onc(-c2ccccc2Cl)c1C(=O)N[C@@H]1C(=O)N2[C@@H]1SC(C)(C)[C@@H]2C(=O)O
 : 1.8&1.5, 2.4&4.2, x, -0.8&-8.0, -0.2&0.1, -1.4&-4.5, 9.2&1.4, 2.6&-12.2, 8.4&-7.2
Cc1nnc(NS(=O)(=O)c2ccc(N)cc2)s1
 : -3.2, 1.9, -14.9, -0.4, 0.0, -1.8, 7.6, 12.0, 6.4
CC(C)=CC(=O)O[C@@H]1Cc2cc3ccc(=O)oc3cc2OC1(C)C
 : -0.6, x, 0.6, 4.5, 0.5, x, 3.7, x, 6.0
Nc1ccc(C(=O)Nc2ccccc2N)cc1
 : -0.1, 3.2, -8.4, -0.8, 0.0, -2.4, -0.4, -2.0, 0.7
C[C@]12CC[C@H]3[C@@H](CCC4=CC(=O)CC[C@@]43C)[C@@H]1CC[C@@H]2C(=O)CO
 : 2.6, -1.1, -4.2, 1.5, 0.1, 0.6, -3.0, 4.7, 12.1
COc1ccccc1OCC(O)COC(N)=O (stereo unspecified)
 : -2.7, 3.3, u, -0.3, 0.0, 0.1, 7.9, 7.7, 9.1
O=C1N(c2ccccc2)c2ccccc2C1(Cc1ccncc1)Cc1ccncc1
 : -2.7, -0.5, -25.0&-4.8, -2.4, 0.0, 1.3, -6.6, 10.9, -1.7
O=C(O)COC(=O)Cc1ccccc1Nc1c(Cl)cccc1Cl
 : 0.6, 5.4, 0.6, -0.9, -0.1, -1.5, 2.4, 5.4, 2.8
Cc1nc2c3ccccc3nc(NNC(=O)CCC(=O)N3CCN(c4ccccc4)CC3)n2n1
 : -3.0, -0.9, 3.8, 0.4, 0.0, -4.3, 1.7, 2.8, -4.9
CCOc1ccc(S(=O)(=O)N2CCCCCC2)c2ccccc12
 : 2.1, -2.4, -89.9, 2.5, -0.1, -0.1, 0.8, 1.3, -7.6
CC(=O)N1C[C@H](O)C[C@H]1C(=O)O
 : -8.5, -0.1, x, -1.8, 0.0, -1.4, 0.5, 5.2, 14.1
C/C=C/C=N\NC(=O)c1ccncc1
 : -4.9, 0.5, 2.4, 2.5, 0.0, -2.1, 5.8, -7.8, -1.7
c1ccc2c(CC3=NCCN3)cccc2c1
 : -3.0, -2.5, -3.7, 0.2, 0.1, -0.1, 3.3, 11.4, 6.9
Cc1coc2c1C(=O)C(=O)c1c-2ccc2c1CCCC2(C)C
 : 1.7, 15.8, 5.8, 1.1, 0.0, -3.1, 2.8, 3.2, -2.1
COc1c(O)cc2c(c1O)C1OC(CO)C(O)C(O)C1OC2=O (stereo unspecified)
 : -4.5, 5.2, x, -1.3, 0.0, 0.5, 13.4, 6.8, 4.2

An excerpt from above in order of the core dimer inh value, rising:
canonical_smiles | JMJD2C inh | PP5 primary | Efflux pump inh | TPT1 inhibitor | procasp3 activ | core dimer inh
CN(C)CCCN1c2ccccc2Sc2ccccc21 | -9.4&-1.4 | -0.2 | 0.0 | 0.0 | -3.7 | -26.1
O=C(O)COC(=O)Cc1ccccc1Nc1c(Cl)cccc1Cl | 0.6 | -0.9 | -0.1 | -1.5 | 2.4 | 5.4
O=C1N(c2ccccc2)c2ccccc2C1(Cc1ccncc1)Cc1ccncc1 | -25.0&-4.8 | -2.4 | 0.0 | 1.3 | -6.6 | 10.9

(more compounds)
Fields – PP1 counter, Fh CTSL1 inh, JMJD2C inh, PP5 primary, Efflux pump inh, TPT1 inhibitor, procasp3 activ, core dimer inh, proCasp7 act
CCCCCCCCO
 : 2.4, x, 10.7, 0.9, -0.1, x, 2.9, x, 2.9
N=C(N=C(N)N)N1CCOCC1
 : -1.6, 0.2, 2.8, 0.4, 0.0, -0.8, -1.7, 5.8, -5.5
CC1(C)OC2CC3C4CC(F)C5=CC(=O)C=CC5(C)C4(F)C(O)CC3(C)C2(C(=O)CO)O1 (stereo unspecified)
 : -1.0, -1.8, -11.6, 1.4, -0.1, 14.3, 2.6, 2.4, -6.1
CCCOc1ccccc1-c1nc2n[nH]nc2c(=O)[nH]1
 : -1.6, 1.1, -2.3, 4.3, 0.1, 0.2, 9.2, 1.2, 2.3
O=C1NCC2(CCN(CCc3ccccc3)CC2)O1
 : 0.4, -0.1, -10.3, 2.0, -0.1, 1.2, -0.7, 0.7, -7.3
NC(=O)NC(CCC(=O)O)C(=O)O (stereo unspecified)
 : -5.6, -2.9, u, 2.5, 0.1, -0.5, 8.5, 0.5, 0.5
CN(C)C/C=C(/c1ccc(Br)cc1)c1cccnc1
 : 3.4, -4.1, -14.9, -0.2, 0.0, -4.4, 3.6, 6.7, 13.4
C[C@H](CCC(=O)O)[C@H]1CC[C@H]2[C@@H]3[C@@H](O)C[C@@H]4C[C@H](O)CC[C@]4(C)[C@H]3CC[C@]12C
 : 1.0, 6.4, 1.4, 1.4, 0.0, -1.4, -4.7, 14.1, -2.2
CC1=NN(c2ccccc2)C(=O)C1
 : -1.0, 7.9, u, 5.0, 0.0, -1.0, 15.0, 6.1, 2.6
CC(=O)[C@H]1CC[C@H]2[C@@H]3C[C@H](C)C4=CC(=O)CC[C@]4(C)[C@H]3[C@@H](O)C[C@]12C
 : -2.4, -1.8, 7.4, -1.7, 0.1, -2.9, 4.0, 6.7, 0.9
O=c1cc[nH]c(=O)[nH]1
 : -2.5, -3.2, 3.9, 1.6, 0.0, -1.1, -2.1, -3.0, -1.4

2 entries picked at random from those above:
Fields – PP1 counter, Fh CTSL1 inh, JMJD2C inh, PP5 primary, Efflux pump inh, TPT1 inhibitor, procasp3 activ, core dimer inh, proCasp7 act
CC1=NN(c2ccccc2)C(=O)C1
 : -1.0, 7.9, u, 5.0, 0.0, -1.0, 15.0, 6.1, 2.6
C[C@H](CCC(=O)O)[C@H]1CC[C@H]2[C@@H]3[C@@H](O)C[C@@H]4C[C@H](O)CC[C@]4(C)[C@H]3CC[C@]12C
 : 1.0, 6.4, 1.4, 1.4, 0.0, -1.4, -4.7, 14.1, -2.2

The list is partial; the hit share may differ from the screen's.
